Bioassay records as filed in PubChem BioAssay.
Salmonella PhoP GFP: inhibitors of PhoP regulon expression, primary screen, Salmonella Typhimurium, GFP reporter (AID 1863). S. Typhimurium PhoP-regulated promoter GFP reporter, 4 h; higher % means a stronger effect. inhibition, % at 50 µM, or IC50 in µM where a hit was titrated. actives 0.16% (n = 300,000);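 active = inhibition over 29.93%, a cutoff 3 SD above the screen mean, later confirmed by dose response; inconclusive = inhibition over 29.93% but no dose response follow-up; inactive = inhibition at most 29.93% or unconfirmed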;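 also: 0% = low Mg2+ inducing control and 100% = high Mg2+ repressing control; strong numbers were not always called active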
T cell modulator: modulators of CD8 T cell-vesicle binding, primary screen, mouse 2C CD8+ T cells, flow cytometry | 2C CD8+ T cell-vesicle binding; stronger effect = lower value | calls only at 7 µM | actives 0.068% (n = 330,000) | AID 2052, 2009;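 active = response, share of CD8 T cells binding vesicles, and their 90th percentile fluorescence all below set limits, cut at about 80% in these data, passing the limit was not always enough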
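material = purified 2C TCR transgenic mouse naive CD8+ T cells | controls = Unloaded micro-vesicles (low), QL9 vesicles with 0.7% DMSO (high) | detection = cytometric PE anti-B7-1 and Alexa647 anti-CD8 signals after 1% paraformaldehyde fixation | incubation = binding step 1.5 h, 37 °C, antibody labelling 20 min, ice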
NS5 inhibitors: Dengue-2 NS5 methyltransferase inhibitors, primary screen, biochemical, confirmation dose response (AID 588689). Genome polyprotein (Dengue virus type 2 (strain 16681-PDK53)). inhibition, % at 25 µM; hits with a dose series show IC50 in µM. actives 0.3% (n = 340,000). Dengue-2 NS5 methyltransferase capping enzyme assay, biochemical; higher % means a stronger effect; in the data active = a potency from the dose series; inconclusive = inhibition above about 29% without an active follow-up result
NTR1 ag: agonists of NTR1, primary screen, imaging, U2OS cells, beta-arrestin-GFP, high content (AID 493036); activation, % at 20 µM; actives 0.17% (n = 330,000); NTR1-U2OS beta-arrestin-GFP spot imaging, agonist mode;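 active = activation at or above 40% of the spot to cytoplasm intensity ratio, with at least 20 cells analyzed; inconclusive = wells under 20 cells, flagged as cytotoxic or low count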;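 also: 0% = DMSO without peptide and 100% = 100 nM NTR1 peptide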
Target sequence (P30989 whole entry, looked up): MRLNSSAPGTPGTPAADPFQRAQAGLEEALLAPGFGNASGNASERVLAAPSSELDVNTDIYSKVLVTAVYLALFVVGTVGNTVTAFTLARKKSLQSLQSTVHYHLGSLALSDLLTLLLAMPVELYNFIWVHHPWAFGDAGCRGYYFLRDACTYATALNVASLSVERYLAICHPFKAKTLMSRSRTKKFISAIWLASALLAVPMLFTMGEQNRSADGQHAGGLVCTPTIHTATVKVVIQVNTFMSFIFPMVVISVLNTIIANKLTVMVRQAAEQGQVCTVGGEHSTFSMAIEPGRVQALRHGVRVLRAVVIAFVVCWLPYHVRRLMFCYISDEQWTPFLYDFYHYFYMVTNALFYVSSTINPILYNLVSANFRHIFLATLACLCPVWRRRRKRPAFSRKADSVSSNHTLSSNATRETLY
Large T inhibition: SV40 large T antigen inhibitors, biochemical (AID 1903). SV40 large T antigen ATPase/helicase inhibition assay; higher % means a stronger effect. actives 0.39% (n = 310,000). one-dose inhibition, % at 20 µM; IC50 in µM for titrated hits; in the data active = a potency from the dose series; inconclusive = inhibition mostly from about 32% at the one dose, without a potency; inactive = the rest, 99 in 100 with inhibition below about 32%; also: strong numbers were not always called active
MgcRacGAP inhibition: MgcRacGAP GTPase-activating activity inhibitors, confirmation, biochemical, ADP Hunter fluorescence; one-dose inhibition, % at 30 µM; IC50 in µM for titrated hits; MgcRacGAP-stimulated Rac1 GTP hydrolysis, ADP Hunter fluorescence; higher % means a stronger effect; GST-tagged Rac1 F28L mutant substrate; actives 0.6% (n = 340,000);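 active = first-screen hits whose inhibition reached a set limit at any dose in the follow-up dose series; inconclusive = inhibition above the set first-screen limit but never retested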;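 also: fluorescence reports GDP produced by GAP-driven GTP hydrolysis; strong numbers were not always called active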
K1F lysis inhibition: inhibition of K1F phage lysis, E. coli UTI89, bacterial capsule biogenesis inhibitors, alamar blue (AID 488966) | actives 0.02% (n = 340,000) | E. coli UTI89 K1F phage lysis, alamar blue, 2 h; higher % means a stronger effect | inhibition, % at 100 µM; hits with a dose series show IC50 in µM;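 active = phage lysis inhibition, versus mean bacterial control, above a set limit; inconclusive = no clear call, values can overlap the other calls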;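 also: capsule biogenesis inhibitors block K1F phage lysis so surviving cells raise fluorescence; higher fluorescence means more inhibition of phage lysis; actives were called in the ten point dose series up to 300 µM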
RSV CPE inhibition: RSV antiviral activity via CPE protection, HEp-2 cells, primary 10 µM value included (AID 2391) | HEp-2 cells, RSV-induced CPE inhibition; higher % means a stronger effect | CPE inhibition, % at 10 µM, or IC50 in µM where a hit was titrated | actives 0.13% (n = 310,000); in the data active = a potency from the dose series; inconclusive = CPE inhibition mostly from about 23% at the one dose, without a potency; inactive = the rest, 99 in 100 with CPE inhibition below about 21%; also: strong numbers were not always called active
West Nile virus CPE: West Nile virus antiviral activity, cell-based, CPE readout (AID 1621) | West Nile virus-infected cells, CPE inhibition; higher % means a stronger effect | CPE inhibition, % at 10 µM, or IC50 in µM where a hit was titrated | actives 0.02% (n = 290,000); in the data active = a potency from the dose series; inconclusive = CPE inhibition mostly from about 3.7% at the one dose, without a potency; inactive = the rest, 99 in 100 with CPE inhibition below about 2.2%; also: strong numbers were not always called active
T cell modulator vesicle-bound %: further read-out of T cell modulator, marked with its call; double positive events, %; measured here: CD8+ vesicle-bound cell fraction;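 binding gate set so that unloaded-vesicle control wells show 10% double positive cells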
NTR1 ag cell count 20 µM: further read-out of NTR1 ag, marked with its call; cell count; measured here: cell count, cytotoxicity flag
The depositor's hits bear a star; i = inactive; ? = inconclusive; . = not tested or not shown; [ ] = remark or other dose. This is a random part of the collection (roughly 1.5% active in at least one column).

SMILES | Salmonella PhoP GFP | T cell modulator | T cell modulator vesicle-bound % | NS5 inhibitors | NTR1 ag | NTR1 ag cell count 20 µM | Large T inhibition | MgcRacGAP inhibition | K1F lysis inhibition | RSV CPE inhibition | West Nile virus CPE
Cc1ccc(NC(=O)C(=O)NCCc2c[nH]c3ccccc23)cc1C | -7% | i | 33 | -12% | 2.8 | 64 | 4% | 12% | 0.2% | -0.6% | -1.4%
Nc1ccc(-c2cnc(-c3ccc(N)cc3)nc2)cc1 | -4% | i | 11 | -10% | 1.0 | 89 | 15% | 9% | 1.6% | 13% | 0.4%
O=C1c2cccc3cccc(c23)C(=O)C1(O)O | . | i | 51 | -7% | -1.0 | 55 | 27% | -87% | -1.3% | 4.5% | .
COc1ccc(Nc2cc3n(c(=O)n2)CCc2cc(OC)c(OC)cc2-3)cc1 | -4% | i | 11 | -1% | 1.4 | 94 | 10% | 12% | -2.5%[50 µM] | 2.8% | 0.0%
COC(=O)CN1C(=O)CC(C)(C)Sc2ccccc21 | 6% | i | 48 | -4% | -0.6 | 42 | 10% | 6% | -0.9% | 2.0% | .
COc1cccc(CN(C)C(=O)C2CCN(S(=O)(=O)c3ccc(C)cc3)CC2)c1OC | . | i | 32 | -5% | -0.7 | 42 | . | 2% | 0.2%[50 µM] | 0.5% | .
O=C(COC(=O)CN1C(=O)C2CCCCC2C1=O)Nc1cc(F)ccc1F (stereo not given) | . | . | . | -1% | 0.5 | 45 | . | 3% | 1.6%[50 µM] | . | .
CN(Cc1ccco1)C(=O)c1ccc(OC2CCN(Cc3ccccn3)CC2)cc1 | -2% | i | 8 | -2% | 0.8 | 56 | 6% | -38% | 0.0% | 0.3% | -0.3%
O=C(COC(=O)c1cn(-c2ccccc2)nc1-c1ccc(F)cc1)Nc1ncc(Cl)cc1Cl | 3% | i | 26 | 10% | 5.4 | 81 | 20% | 12% | -0.1% | 1.0% | 0.4%
CCCCCCCCCC(=O)Nn1cnc2ccccc2c1=O | 7% | i | 21 | . | -0.7 | 72 | 12% | -1% | 2.3% | 1.2% | 0.2%
COCCNC(=O)CSc1ccccc1C(=O)NCC1CCCCC1 | 2% | i | 32 | -4% | -0.3 | 51 | 9% | 8% | 0.0% | 2.8% | -0.1%
Cc1cc(C)n(-c2nc3ccccc3c(=O)n2OCC(=O)Nc2c(C)cccc2C)n1 | 3% | i | 58 | 4% | -0.1 | 43 | 1% | -4% | -0.1% | 2.1% | 0.1%
COc1ccccc1N1CCN(C(=O)Cn2nnc(-c3cccs3)n2)CC1 | 12% | i | 5 | 2% | 1.3 | 45 | 17% | 1% | -0.8% | 8.8% | -0.3%
CC1=NN(C(=O)Cn2nc([N+](=O)[O-])cc2C)C(O)(C(F)(F)F)C1 (stereo not given) | -2% | i | 35 | -1% | -3.0 | 51 | 9% | 7% | 4.1% | 1.4% | -0.4%
Cc1c(NC(=O)CSCc2ccccc2)cccc1C(=O)O | 0% | i | 45 | -11% | 0.4 | 69 | 3% | 7% | 0.2% | -0.3% | 0.0%
CCOc1ccccc1CNC(=O)CCNS(=O)(=O)c1ccc2[nH]c(=O)oc2c1 | 12% | i | 54 | -9% | -0.2 | 67 | 13% | 4% | 0.2% | 0.4% | 0.0%
O=C(c1ccco1)N1N=C(c2ccc(Cl)cc2)CC1(O)C(F)(F)F (stereo not given) | 2% | i | 63 | . | 3.9 | 40 | 7% | 5% | 0.2% | -1.1% | -1.8%
O=C(c1cc(COc2ccc(F)cc2Cl)on1)N1CCSCC1 | 6% | i | 69 | -3% | 1.9 | 58 | 6% | 3% | 0.0% | 3.9% | -1.0%
CC(=O)NC(CC(=O)OCC(=O)N1CCN(S(=O)(=O)c2ccc(Cl)cc2)CC1)c1ccccc1 (stereo not given) | 3% | i | 22 | -6% | -0.3 | 57 | 26% | 9% | 1.2%[50 µM] | 1.1% | .
Cc1ccc2oc(C(=O)NC3CCS(=O)(=O)C3)cc(=O)c2c1 (stereo not given) | 12% | i | 41 | -3% | -0.7 | 64 | 5% | 8% | -0.6% | 0.0% | -0.1%
CCOc1cc(/C=N/N=C2/NC(=O)C(CC(=O)O)S2)ccc1OCc1ccc(Cl)cc1 (stereo not given) | -7% | i | 60 | 48µM* | -0.2 | 92 | -2% | 24% | -0.1% | 2.0% | 0.0%
COc1ccc(-c2nc(CN(Cc3cnn(C)c3)C(C)C)c(C)o2)c(OC)c1 | 7% | i | 60 | 1% | 1.7 | 77 | -1% | 2% | -0.1% | 0.8% | 0.0%
COc1cccc(NC(=O)COc2coc(CN3CCc4ccccc4C3)cc2=O)c1 | 0% | i | 53 | 1% | 6.9 | 67 | 13% | 4% | 0.4%[50 µM] | -1.3% | .
COCCSc1nnc(NS(=O)(=O)c2ccccc2)s1 | 1% | i | 43 | -5% | 0.8 | 49 | 4% | 11% | 1.5% | -0.5% | 0.3%
Nc1c(C(=O)Nc2ccccc2Cl)nnn1-c1ccc2c(c1)OCCO2 | 14% | i | 27 | -4% | 6.4 | 46 | -1% | 5% | 0.2% | 17% | -0.1%
COc1cc(/C=C/C(=O)O)cc(S(=O)(=O)Nc2ccccc2C(=O)NCCc2ccccc2)c1OC | 1% | i | 22 | -1% | 1.5 | 60 | 3% | 1% | 0.1% | 0.2% | 0.2%
CCOc1ccccc1NC(=O)NCCC1=CCCCC1 | 8% | i | 53 | 2% | 2.5 | 66 | 7% | 1% | 0.0% | 17% | -0.5%
O=C(O)CC(c1cccc([N+](=O)[O-])c1)N1Cc2ccccc2C1=O (stereo not given) | 10% | i | 49 | 1% | -1.4 | 29 | -1% | 0% | -0.2% | 0.9% | 1.4%
COc1ccc(Br)cc1/C=C/C(=O)Nc1c(C)cccc1C | -4% | i | 6 | 2% | 1.3 | 82 | -6% | 12% | 0.9% | 6.0% | 0.4%
CCOc1cc2[nH]c(=S)n(CCCN3CCCC3=O)c(=O)c2cc1OCC | 11% | i | 31 | -7% | 0.6 | 81 | 0% | 11% | -0.2% | 6.2% | -0.4%
CCOc1ccc(N2CC(C(=O)N3CCN(C(=O)c4ccco4)CC3)CC2=O)cc1 (stereo not given) | -4% | i | 38 | 8% | 1.2 | 37 | 1% | -1% | 0.0% | -0.7% | -0.6%
COCCn1c(-c2ccc(Br)cc2)nc2oc3cc(OC)ccc3c(=O)c2c1=O | -13% | i | 13 | . | 3.5 | 39 | 13% | . | . | 0.3% | -0.6%
Cc1ccc2ccc(S(=O)(=O)NCc3ccccn3)cc2c1 | 5% | i | 42 | -2% | 1.3 | 66 | 4% | 7% | 0.1% | ? | -1.6%
Cc1cc(OC(C)C(=O)NCc2cccnc2)c2c(C)c(Cc3ccccc3)c(=O)oc2c1 (stereo not given) | 6% | i | 40 | -10% | 4.8 | 58 | 11% | 3% | 0.2% | 0.5% | ?
Cc1nc2ccccc2c2oc(C(=O)NCCN3CCCCC3C)cc12 (stereo not given) | -1% | i | 20 | -2% | 0.4 | 91 | 5% | 15% | -0.7% | -0.1% | -0.1%
O=C(C1CCN(S(=O)(=O)c2cccs2)CC1)N1CCN(c2ccccc2O)CC1 | . | i | 38 | -15% | -1.3 | 83 | . | 4% | 0.3%[50 µM] | 0.1% | .
O=C(C1CCN(C2CCN(Cc3ccc4cc(F)ccc4n3)CC2)CC1)N1CCCC1 | -2% | i | 58 | -2% | 0.6 | 47 | 11% | 8% | -2.5% | -1.6% | -1.4%
CCSc1nnc(NC(=O)CSc2nnc(CNC(=O)c3ccc(OC)c(OC)c3)o2)s1 | -14% | i | 30 | -4% | 1.6 | 64 | 17% | -37% | 1.5% | 0.7% | 0.2%
CCOc1ccc(NC(=O)CN(c2cccc(C(F)(F)F)c2)S(C)(=O)=O)cc1 | 8% | i | 34 | -7% | 1.3 | 81 | 7% | 9% | -0.5% | 2.4% | -0.3%
CC(=O)c1ccc(OCc2cc(C(=O)N3CCN(C4CCCC4)C(=O)C3)no2)cc1 | 8% | i | 26 | -3% | 0.1 | 52 | 6% | 5% | 0.0% | 3.2% | -0.6%
O=C(Nc1ccccc1)C1=C[C@H](C2CC2)C[C@H](OCCCCO)O1 | 7% | i | . | -1% | 0.0 | 67 | 0% | 8% | -1.6% | -0.9% | -0.1%
Cc1c(CCC(=O)NCC(=O)NCC(=O)O)c(=O)oc2cc3oc4c(c3cc12)CCCC4 | -5% | i | 30 | 7% | 2.0 | 86 | 7% | -2% | -0.9%[50 µM] | 1.6% | 1.0%
COc1ccc(NC(=O)c2nc[nH]c2C(=O)NCC(=O)OC(C)(C)C)cc1 | -4% | i | 25 | -6% | 8.9 | 85 | 22% | 5% | -0.5% | 5.1% | 0.6%

An excerpt from above in order of heavy-atom count, highest first.
SMILES | Salmonella PhoP GFP | T cell modulator | T cell modulator vesicle-bound % | NS5 inhibitors | NTR1 ag | NTR1 ag cell count 20 µM | Large T inhibition | MgcRacGAP inhibition | K1F lysis inhibition | RSV CPE inhibition | West Nile virus CPE
COCCn1c(-c2ccc(Br)cc2)nc2oc3cc(OC)ccc3c(=O)c2c1=O | -13% | i | 13 | . | 3.5 | 39 | 13% | . | . | 0.3% | -0.6%
CCOc1ccc(NC(=O)CN(c2cccc(C(F)(F)F)c2)S(C)(=O)=O)cc1 | 8% | i | 34 | -7% | 1.3 | 81 | 7% | 9% | -0.5% | 2.4% | -0.3%
COc1ccc(NC(=O)c2nc[nH]c2C(=O)NCC(=O)OC(C)(C)C)cc1 | -4% | i | 25 | -6% | 8.9 | 85 | 22% | 5% | -0.5% | 5.1% | 0.6%
O=C(O)CC(c1cccc([N+](=O)[O-])c1)N1Cc2ccccc2C1=O (stereo not given) | 10% | i | 49 | 1% | -1.4 | 29 | -1% | 0% | -0.2% | 0.9% | 1.4%
COc1ccc(Br)cc1/C=C/C(=O)Nc1c(C)cccc1C | -4% | i | 6 | 2% | 1.3 | 82 | -6% | 12% | 0.9% | 6.0% | 0.4%
